FLuc act counter – firefly luciferase counter-screen for stimulation assays. P08659. ATPlite luciferase biochemical, luminescence, 10 min; 0 = ATP-free wells, 1 = DMSO control. activation factor at 10 µM. 200,000 tested, under 10 active. AID 1027;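 active = luciferase activation factor, scaled between plate controls, of at least 2 with compound at 10 µM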
Target sequence (P08659 whole entry, looked up): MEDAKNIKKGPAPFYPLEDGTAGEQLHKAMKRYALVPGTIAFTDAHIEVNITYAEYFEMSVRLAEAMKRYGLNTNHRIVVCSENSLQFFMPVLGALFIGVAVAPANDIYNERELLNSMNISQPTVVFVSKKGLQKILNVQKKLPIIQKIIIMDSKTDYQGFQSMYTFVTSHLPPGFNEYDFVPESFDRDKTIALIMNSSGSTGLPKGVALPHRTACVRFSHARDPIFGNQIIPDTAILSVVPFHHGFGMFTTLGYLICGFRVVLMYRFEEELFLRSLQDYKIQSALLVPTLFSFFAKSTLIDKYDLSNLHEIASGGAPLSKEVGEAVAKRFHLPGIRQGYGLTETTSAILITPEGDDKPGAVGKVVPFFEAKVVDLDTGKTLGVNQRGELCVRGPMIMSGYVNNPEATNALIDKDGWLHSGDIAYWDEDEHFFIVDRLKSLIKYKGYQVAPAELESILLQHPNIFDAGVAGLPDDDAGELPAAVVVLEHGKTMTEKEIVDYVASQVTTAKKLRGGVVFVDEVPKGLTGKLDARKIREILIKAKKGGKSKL
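Material: luciferase plus luciferin reagent, cell-free. Medium: PBS buffer for ATP. Also added: ATP substrate, dispensed from a 10.24 µM working solution in PBS. Doses: test compounds dosed from 2 mM stocks in 100% DMSO. Incubation: 10 min post-reagent at room temperature. Technique: light output (luminescence). Read-out basis: luminescence gain marking luciferase activators.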
Diaph act CS – diaphorase activation or chemical reduction counter-screen. Diaphorase/resazurin coupled assay, resorufin fluorescence, 16 min; stronger effect = higher value; 1 = vehicle wells, 0 = NADH-free wells. 190,000 compounds, 0.005% hits. activation factor at 20 µM;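 active = diaphorase activity raised at least twofold by the compound at 20 µM; inactive = activation factor below 2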
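Test system: Clostridium kluyveri diaphorase, purified enzyme; input: enzyme 0.07 U/mL final; buffer or medium: 50 mM HEPES pH 7.4 with 4.542 mM MgCl2, 0.005% Tween 20; also added: 0.114 mM NADH and 0.1 mM resazurin, final amounts; schedule: 16 min enzyme reaction, ambient temperature; technique: fluorescence of resorufin, 544 nm excitation, 590 nm emission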
TNAP inh noacc – inhibitors of human TNAP without phosphate acceptor; AID 1012; 200,000 compounds, 0.26% hits; inhibition, % at 20 µM; purified TNAP, CDP-star luminescence, 30 min;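 active = tissue-nonspecific alkaline phosphatase inhibition above about 50% at 20 µM in the single-dose screen, limit read from the data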;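 also: 0% = DMSO negative control and 100% = EDTA positive control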
G6PDH counter – L. mesenteroides G6PDH inhibition counter-screen; Purified L. mesenteroides G6PDH, diaphorase/resazurin coupled fluorescence, 45 min; 200,000 compounds, 0.12% hits; inhibition, % at 5 µM; in the data active = inhibition above about 50%
PMI act – increases human mannose-6-phosphate isomerase activity | purified human PMI, coupled resazurin fluorescence, 20 min; stronger effect = higher value; 1 = vehicle control, 0 substrate-free wells | activation factor at 20 µM | P34949 | 190,000 compounds, 0.005% hits;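 active = activation factor of 2 or more at 20 µM, relative to plate controls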
Target sequence (P34949 whole entry, looked up): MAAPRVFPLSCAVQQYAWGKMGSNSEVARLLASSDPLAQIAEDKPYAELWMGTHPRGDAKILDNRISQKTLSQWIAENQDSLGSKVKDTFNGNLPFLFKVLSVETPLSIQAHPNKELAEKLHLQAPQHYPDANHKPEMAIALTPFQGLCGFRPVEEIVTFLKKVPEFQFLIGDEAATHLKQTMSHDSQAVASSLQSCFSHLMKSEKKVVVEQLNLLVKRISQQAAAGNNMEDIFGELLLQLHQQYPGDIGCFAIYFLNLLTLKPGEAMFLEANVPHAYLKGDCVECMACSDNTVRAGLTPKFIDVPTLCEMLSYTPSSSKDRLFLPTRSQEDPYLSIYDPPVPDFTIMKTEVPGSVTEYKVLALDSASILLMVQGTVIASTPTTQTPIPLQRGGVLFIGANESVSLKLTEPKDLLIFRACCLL
TNAP inh hiacc – TNAP (human) inhibition, high acceptor. 200,000 compounds, 0.03% hits. purified TNAP, CDP-star luminescence, 1 M DEA. inhibition, % at 20 µM;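 active = over 50% inhibition of tissue-nonspecific alkaline phosphatase at 20 µM in the single-dose screen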;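 also: plate controls were DMSO wells for no effect and EDTA-quenched wells as full inhibition for full effect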
TNAP act hiacc – activators of human TNAP at high phosphate acceptor concentration. P05186. purified TNAP, CDP-star luminescence, 1 M DEA, 30 min; stronger effect = higher value; 0 = EDTA background, 1 = DMSO-only activity. activation factor at 20 µM. 200,000 tested, under 10 active. AID 1136;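 active = activation factor at least 2 at 20 µM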
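system = human TNAP | amount = enzyme diluted 1/800 final | reagent = 100 µM CDP-star substrate | signal = luminescent substrate turnover signal | dosing = one dose, 20 µM | benchmarks = EDTA negative control, DMSO positive control | measure = activation factor | timing = 30 min reaction, room temperature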
Diaph inh CS – counter-screen for diaphorase-based assays: diaphorase inhibitors and chemical oxidizers. inhibition, % at 20 µM. 190,000 compounds, 0.69% hits. diaphorase resazurin-to-resorufin fluorescence, NADH, 16 min; bacterial (C. kluyveri) enzyme, not human;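 active = primary screen inhibition at 20 µM above a set limit, cut at about 50% in these data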;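 also: plate controls were DMSO with full reaction for no effect and wells lacking NADH for full effect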
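material = Clostridium kluyveri diaphorase enzyme | amount = 0.14 U/mL diaphorase, enzyme working solution | schedule = incubation 16 min, room temperature | detection = fluorescence of resorufin formed from resazurin, Ex 544/Em 590 nm | benchmarks = positive control minus NADH, DMSO neutral control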
Efa HMGR inh – inhibitors of class II HMG-CoA reductase from Enterococcus faecalis; inhibition, % at 10 µM; purified E. faecalis HMGR, NADPH absorbance 340 nm kinetic; 190,000 compounds, 0.41% hits;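 active = inhibition above a set limit, the median over all tested compounds plus 3 SD, cut at about 9.5% in these data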;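 also: enzyme runs in reverse so mevalonate oxidation gives rising NADPH absorbance; 0% = complete reaction with DMSO and 100% = background rate lacking mevalonate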
PMI act hi M6P – activators of human phosphomannose isomerase at near-saturating mannose 6-phosphate | 190,000 compounds, 0.34% hits | coupled PMI enzyme assay, resazurin fluorescence, 20 min; stronger effect = higher value; 1 = untreated enzyme, 0 = substrate-free blank | P34949 | activation factor at 20 µM;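 active = activation factor of 2 or more at 20 µM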
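Test system – human PMI in coupled enzyme assay · Timing – 20 min incubation at room temperature · Detection – Diaphorase-driven resazurin-to-resorufin fluorescence, excitation 544, emission 590 nm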
* marks the source's active call; other numbers are inactive results.

SMILES | FLuc act counter | Diaph act CS | TNAP inh noacc | G6PDH counter | PMI act | TNAP inh hiacc | TNAP act hiacc | Diaph inh CS | Efa HMGR inh | PMI act hi M6P
Cc1cccc2cc(C(c3nnnn3C(C)(C)C)N(Cc3ccco3)CC3CCCO3)c(=O)[nH]c12 (stereo not drawn) | 1.1 | 0.9 | -2.1 | 2.3 | 0.9 | -2.1 | 1 | 13.4 | -0.6 | 0.9
C=CCn1c(-c2cccnc2)n[nH]c1=S | 1 | 1 | 1.1 | 17.0 | 0.9 | -3.3 | 1 | 2.7 | -5.9 | 1.1
COc1ccccc1CC(=O)NC1CC(C)(C)NC(C)(C)C1 | 1 | 1 | -1.4 | 9.6 | 0.9 | 2.0 | 1 | 3.4 | 0.4 | 1
O=C(NNC(=O)c1ccccc1-n1cccc1)c1ccccc1 | 1 | 0.9 | -8.8 | 2.9 | 0.9 | -5.7 | 1.1 | 14.2 | -3.0 | 0.9
CCOC(=O)c1c(C)n(C)c2ccc(OCC(O)CN3CCCCCC3)cc12 (stereo not drawn) | 1.1 | 0.9 | -13.7 | -5.3 | 1 | -5.3 | 1.1 | 6.2 | -0.2 | 1
CCN(Cc1ccccc1)c1c(C(=O)O)cnc2c1cnn2C | 1 | 1 | -8.2 | 4.2 | 1.1 | -1.4 | 1 | -1.6 | -2.4 | 1.1
O=C(Nc1ccc2nsnc2c1)c1ccc2c(c1)OCO2 | 0.3 | 0.8 | -6.0 | 10.2 | 1 | -6.4 | 1.1 | 22.2 | 1.0 | 1
O=C(COc1ccccc1)Nc1nnc(-c2ccc(Cl)s2)o1 | 1 | 0.8 | -15.1 | -3.8 | 1 | -5.0 | 1.1 | 21.1 | 3.9 | 0.9
COC(=O)c1ccccc1NC(=O)c1cc(-c2cccs2)on1 | 1 | 0.9 | -6.2 | 5.2 | 1 | 0.4 | 1 | 5.3 | -1.1 | 1
Cn1cc(C(=O)NCc2cccnc2)c(=O)c2cc(S(=O)(=O)N3CCCCCC3)ccc21 | 1 | 0.9 | -11.7 | 4.6 | 1 | -10.0 | 1.1 | 7.5 | -2.6 | 1

Arranged by heavy-atom count (descending): part of the list above.
SMILES | FLuc act counter | Diaph act CS | TNAP inh noacc | G6PDH counter | PMI act | TNAP inh hiacc | TNAP act hiacc | Diaph inh CS | Efa HMGR inh | PMI act hi M6P
Cn1cc(C(=O)NCc2cccnc2)c(=O)c2cc(S(=O)(=O)N3CCCCCC3)ccc21 | 1 | 0.9 | -11.7 | 4.6 | 1 | -10.0 | 1.1 | 7.5 | -2.6 | 1
CCOC(=O)c1c(C)n(C)c2ccc(OCC(O)CN3CCCCCC3)cc12 (stereo not drawn) | 1.1 | 0.9 | -13.7 | -5.3 | 1 | -5.3 | 1.1 | 6.2 | -0.2 | 1
O=C(NNC(=O)c1ccccc1-n1cccc1)c1ccccc1 | 1 | 0.9 | -8.8 | 2.9 | 0.9 | -5.7 | 1.1 | 14.2 | -3.0 | 0.9
COc1ccccc1CC(=O)NC1CC(C)(C)NC(C)(C)C1 | 1 | 1 | -1.4 | 9.6 | 0.9 | 2.0 | 1 | 3.4 | 0.4 | 1
C=CCn1c(-c2cccnc2)n[nH]c1=S | 1 | 1 | 1.1 | 17.0 | 0.9 | -3.3 | 1 | 2.7 | -5.9 | 1.1

Other results:
SMILES | FLuc act counter | Diaph act CS | TNAP inh noacc | G6PDH counter | PMI act | TNAP inh hiacc | TNAP act hiacc | Diaph inh CS | Efa HMGR inh | PMI act hi M6P
Cc1nn(-c2ccccc2)c(C)c1/C=N/NC(=O)c1cc(-c2ccc(Br)s2)[nH]n1 | 1 | 0.7 | 43.9 | -57.4 | 0.7 | 2.4 | 1 | 34.5 | -1.3 | 0.7
CCC(C)(C)n1nnnc1C(c1cccs1)N1CCN(Cc2ccccc2)CC1 (stereo not drawn) | 1 | 0.9 | -11.1 | -3.4 | 1.1 | -1.9 | 1 | 6.8 | 0.2 | 1
O=C(/C=C/c1ccccc1)N1CCC(c2ccccc2)C1 (stereo not drawn) | 0.5 | 0.9 | -15.1 | 1.2 | 0.9 | -2.8 | 1 | 14.2 | -3.9 | 1
Nc1cccc(C(=O)Nc2ccc3nc(-c4cccnc4)[nH]c3c2)c1 | 0.9 | 0.9 | -2.3 | 2.5 | 0.9 | 3.7 | 1 | 9.6 | -3.7 | 0.9
Cc1nn(-c2ccccc2)c(C)c1-c1cc(C(=O)N/N=C/c2cccnc2)[nH]n1 | 1 | 0.9 | -48.7 | -1.8 | 1 | -3.6 | 1 | 11.2 | 2.8 | 1
O=C(Cn1c(COc2ccccc2)nc2ccccc21)Nc1cccc(Cl)c1 | 1 | 0.9 | -6.4 | -14.2 | 0.8 | -2.4 | 1 | 12.7 | -9.7 | 0.9
COC(=O)c1ccccc1NC(=S)NC(C)=O | 1 | 1 | -10.3 | 7.5 | 1 | -3.8 | 1 | 1.4 | -3.2 | 1.1
COC(=O)c1cn(-c2ccc(Cl)cc2)c(=O)c2ccccc12 | 1 | 0.9 | -2.3 | -3.7 | 1 | 1.6 | 1 | 8.4 | -0.4 | 1
CCCc1[nH]n(-c2ccc([N+](=O)[O-])cc2)c(=O)c1C=NCCCn1ccnc1 | 1 | 1.1 | 5.2 | 1.9 | 1 | 5.1 | 0.9 | -11.1 | -0.9 | 1
COc1ccccc1OCCn1cc(/C=C(\C#N)C(=O)NCc2ccco2)c2ccccc21 | 1.1 | 0.9 | -22.4 | -16.0 | 0.8 | -0.3 | 1 | 13.1 | -2.7 | 0.9
CCN(c1cccc(C)c1)S(=O)(=O)c1ccc(OC)c([N+](=O)[O-])c1 | 1.1 | 0.7 | 1.2 | 2.6 | 1 | -3.6 | 1 | 33.7 | -0.5 | 0.9
OC(CSc1ccccc1Cl)CN1CCN(c2ccccc2F)CC1 (stereo not drawn) | 1.1 | 0.7 | -15.0 | -28.7 | 0.9 | -4.6 | 1 | 26.3 | -3.3 | 0.9
CCOc1ccc(C2C(C#N)=C(N)Oc3cc(C)n(CCN4CCOCC4)c(=O)c32)cc1OCC (stereo not drawn) | 1 | 0.9 | -8.9 | 1.9 | 0.9 | 0.3 | 1 | 14.9 | -2.5 | 0.9
Cc1cccc(-n2cc(C(=O)O)c(=O)cc2C)c1 | 1 | 1 | -12.7 | 1.8 | 1.1 | -1.4 | 1 | 1.1 | -4.5 | 1
Cc1cc(C(=O)COC(=O)c2ccc[nH]c2=O)c(C)n1CCc1ccc(F)cc1 | 1 | 1 | -11.1 | 5.7 | 1 | -4.0 | 1 | 3.6 | 0.1 | 1
CCS(=O)(=O)CCSc1nc2ccccc2s1 | 1 | 0.9 | -4.1 | -4.4 | 1 | 0.7 | 1 | 12.4 | -2.0 | 1
Cn1c(Cn2nnc3ccccc32)nnc1SCC(=O)N1c2ccccc2CCc2ccccc21 | 1.1 | 0.7 | -16.7 | 11.1 | 1 | -7.9 | 1.1 | 28.8 | 1.7 | 0.9
Cc1ccc2cc(C(c3nnnn3Cc3ccccc3)N3CCN(c4ccccc4)CC3)c(=O)[nH]c2c1 (stereo not drawn) | 1 | 0.6 | -8.8 | 7.9 | 1.1 | -7.7 | 1.1 | 39.0 | -2.5 | 1.3
CCOC(=O)c1sc2nc(C)nc(SCC(=O)NC3CCS(=O)(=O)C3)c2c1C (stereo not drawn) | 1 | 1 | -8.9 | 7.9 | 1.1 | -1.4 | 1 | 1.9 | -5.2 | 1.1
O=C(Nc1nc2ccccc2s1)c1cc(-c2ccccc2)nn1-c1ccccc1 | 1 | 0.9 | -17.9 | 13.1 | 0.9 | -3.7 | 1 | 7.4 | 2.4 | 1
CCOC(=O)c1sc(NC(=O)CN(CC(C)C)CC(C)C)c(C(=O)OCC)c1C | 1.1 | 0.9 | -3.4 | 1.3 | 0.9 | 3.3 | 1 | 9.5 | 0.0 | 1
COc1ccc(C/C(C)=N/NC(=S)Nc2ccc(C(C)C)cc2)cc1 | 1 | 0.9 | -8.7 | 9.3 | 0.9 | 4.4 | 1 | 11.1 | 0.1 | 1.1
CCOc1ccc(NC(=O)CSc2nc(C)cc(C)n2)cc1 | 1 | 0.9 | -5.9 | 1.8 | 1 | -1.1 | 1 | 7.7 | -2.9 | 1
CCc1cc(-c2[nH]ncc2-c2ccc3c(c2)OCO3)c(O)cc1O | 1.1 | 0.9 | -28.0 | 5.9 | 0.9 | -3.8 | 1 | 11.1 | -10.0 | 1
Cn1c(=O)c2c(nc(N/N=C3\CCCc4ccccc43)n2Cc2ccc(F)cc2)n(C)c1=O | 1 | 0.8 | -122.4 | 12.3 | 0.9 | -4.9 | 1 | 19.7 | -7.8 | 0.8
CC(C)OC(=O)c1cccnc1SCc1cc(=O)n2ccccc2n1 | 1 | 0.9 | -6.6 | 2.4 | 1 | 3.0 | 1 | 8.5 | -3.6 | 1
Cc1c(NC(=O)Nc2ccccc2Cl)c(=O)n(-c2ccccc2)n1C | 1.1 | 1 | -0.3 | 8.9 | 1 | -6.8 | 1.1 | -4.8 | -4.2 | 1
CCC1(C)Cc2c(sc3nc(NN)n(C)c(=O)c23)CO1 (stereo not drawn) | 1.1 | 1.2 | 13.4 | 5.9 | 1.1 | -8.4 | 1.1 | -17.4 | -5.6 | 1.1
Cc1ccc(S(=O)(=O)c2ccc(Cl)cc2)cc1S(=O)(=O)NC(C)C(=O)O (stereo not drawn) | 1 | 0.9 | -8.4 | 2.4 | 1.1 | -2.5 | 1 | 8.9 | 6.7 | 1
Cc1ccc(-c2nnc(SCc3ccc(C#N)cc3)n2Cc2ccco2)cc1 | 1.1 | 0.8 | -10.5 | -5.1 | 0.9 | -8.5 | 1.1 | 18.3 | -0.1 | 1
C/C(=N\N=C1\NC(=O)CC(C(=O)O)S1)c1ccc(F)cc1 (stereo not drawn) | 1 | 1 | -16.7 | 7.1 | 0.9 | -1.4 | 1 | -0.3 | -4.0 | 1
CN(C)CCNC(=O)c1ccc(CS(=O)(=O)c2c(Cl)cccc2Cl)o1 | 1.1 | 0.9 | -13.8 | 0.0 | 1 | -3.9 | 1 | 9.1 | -1.7 | 1
CCn1cc([N+](=O)[O-])c(C(=O)Nc2c(C)nn(Cc3c(F)c(F)c(F)c(F)c3F)c2C)n1 | 1 | 1 | -14.4 | 15.7 | 0.9 | -3.2 | 1 | 4.7 | -5.3 | 1

Assay outcomes (PubChem BioAssay)

This is a random part of the collection (roughly 1.7% active in at least one column).
